# Screens as filed in PubChem BioAssay.
# NCI-60 one-dose screen, 48 h, at 10 µM unless noted. Numbers give growth in % (100 = growth as untreated, 0 = no growth, -100 = all killed).
# MDA-MB-468: MDA-MB-468 breast cancer. AID 2202374. 78,000 compounds, 8.5% hits
# MDA-MB-231: MDA-MB-231 breast cancer; 81,000 compounds, 5% hits; AID 1794789
# MCF7: MCF7 breast cancer; 82,000 compounds, 6.3% hits; AID 1794796
# K-562: K-562 leukemia; 78,000 compounds, 7.4% hits
# MOLT-4: MOLT-4 leukemia cells; 80,000 compounds, 6.9% hits
# BT-549: BT-549 breast cancer | 78,000 compounds, 4.4% hits
# SR: SR leukemia cells; 73,000 compounds, 8.7% hits
# MDA-MB-435: MDA-MB-435 melanoma; AID 1794794; 82,000 compounds, 7.8% hits
# * = called active by the depositor; x = no result given; [ ] = another dose, or the depositor's remark. How the source made its calls: active means growth percent below 10; inactive means the rest. Compounds were not picked by outcome (roughly 15% active in at least one column).
SMILES,MDA-MB-468,MDA-MB-231,MCF7,K-562,MOLT-4,BT-549,SR,MDA-MB-435
Nc1ncnc(N2CCOCC2)n1,107,84,99,109,89,99,88,118
CCOC(=O)c1c(C)nc2ccccc2c1/C=C/c1ccccc1,25,82,66,44,24,62,60,70
O=C1/C(=C2\SC(=S)N(CCc3ccccc3)C2=O)SC(=S)N1CCc1ccccc1,104,95,100,100,103,103,99,100
CN(C)CCOc1ccc(C(=O)C2[C@H](c3ccc(Cl)cc3)[C@@H](c3ccccc3)NC23C(=O)Nc2ccc(Br)cc23)cc1 (some centres undefined),-85*,-21*,-60*,-32*,-52*,67,-36*,-67*
O=c1[nH]c(-c2ccccc2)c(-c2ccccc2)[nH]1,105,104,93,95,103,x,96,111
Cc1sc2nc(/C=C/c3ccc(Cl)cc3)[nH]c(=O)c2c1C,x,97,70,135,144,97,184,132
O=C(NCCN1CCOCC1)c1cc2cc(Cl)ccc2[nH]1,123,103,88,103,103,100,105,102
O=C1NC(=O)c2c1cc1ccccc1c2-c1ccccc1,105,103,110,82,89,108,71,111
CCOC(=O)c1c(Cl)c(Cl)c(Cl)c(Cl)c1C(=O)O,102,111,94,102,92,x,89,110
CCOC(=O)CSCc1nc(N)nc(Nc2ccc(C)cc2)n1,109,100,93,97,105,100,120,89
CC(=O)c1ccc(NC(=O)Cn2c(Sc3nc(-c4ccccc4)c(C#N)c(=O)[nH]3)nc3c2c(=O)n(C)c(=O)n3C)cc1,102,99,97,106,106,95,x,103
COc1cc(/C=C2\C(=O)Nc3cc(C)c(O)cc32)cc(OC)c1OC,29,40,26,15,53,42,21,-35*
CC(C)C(=O)C1CCCC1,109,111,98,112,110,103,104,104
O=C(O[C@@H]1Cc2c(O)cc(O)cc2O[C@@H]1c1cc(O)c(O)c(O)c1)c1cc(O)c2c(c1)OCO2,109,101,100,91,81,96,72,105
N#CC(c1ccccc1)C(c1ccccc1)c1ccccc1 (centres undefined),78,83,101,96,90,x,92,67
CC(=O)c1c(C)n(-c2ccc3c(c2)OCO3)c2c1c(-c1ccccn1)nc1ccccc12,87,85,89,89,84,101,81,86
COc1ccc2c(c1)c(-c1nn3cc(-c4cccs4)nc3s1)cn2C,72,54,60,51,46,101,x,88
c1ccc2c(c1)NCCN2,113,101,101,88,96,101,95,107
CCCCCC1CCCCN1C(=O)OCCC (centres undefined),98,109,122,119,111,88,92,108
C/C(=C\CC(O)Cc1ccccc1)C(=O)N[C@H](C(=O)N1CCCC1c1nccs1)C(C)C (some centres undefined),105,118,94,85,88,96,94,104
CN1C(=O)/C(=C/c2ccc(C(=O)Nc3ncc(Cc4ccc(Cl)cc4Cl)s3)cc2)SC1=S,-9.4*,44,31,24,31,32,29,-4.2*
O=C1CCCN1c1ccc(S(=O)(=O)N2CCN(Cc3ccccc3)CC2)cc1,49,97,75,87,82,83,79,99
COc1ccc(-c2cc(-c3cccs3)n(Cc3ccccc3)c(=O)c2C#N)cc1,100,108,97,50,101,104,93,114
CC(=O)c1cc(-c2ccc3ccccc3c2)nc2ccccc12,112,117,101,51,65,112,72,98
C=C1C(=O)O[C@H]2[C@H]1CC/C(COC(=O)NCc1c[nH]c3ccc(Br)cc13)=C\CC[C@@]1(C)O[C@@H]21,-58*,-53*,17,1.0*,-2.5*,-52*,7.5*,-56*

# As a short view, 6 of the compounds above.
SMILES,MDA-MB-468,MDA-MB-231,MCF7,K-562,MOLT-4,BT-549,SR,MDA-MB-435
O=C1NC(=O)c2c1cc1ccccc1c2-c1ccccc1,105,103,110,82,89,108,71,111
CCOC(=O)c1c(Cl)c(Cl)c(Cl)c(Cl)c1C(=O)O,102,111,94,102,92,x,89,110
CCOC(=O)CSCc1nc(N)nc(Nc2ccc(C)cc2)n1,109,100,93,97,105,100,120,89
CC(=O)c1ccc(NC(=O)Cn2c(Sc3nc(-c4ccccc4)c(C#N)c(=O)[nH]3)nc3c2c(=O)n(C)c(=O)n3C)cc1,102,99,97,106,106,95,x,103
COc1cc(/C=C2\C(=O)Nc3cc(C)c(O)cc32)cc(OC)c1OC,29,40,26,15,53,42,21,-35*
CC(C)C(=O)C1CCCC1,109,111,98,112,110,103,104,104

# The list continues.
SMILES,MDA-MB-468,MDA-MB-231,MCF7,K-562,MOLT-4,BT-549,SR,MDA-MB-435
COC(=O)Cn1c(=O)c2cc(OC)c(OC)cc2c2cnc3[nH]ccc3c21,99,91,75,x,82,72,x,107
COc1ccc(/C=C/C(=O)c2ccc(NC(=O)CSc3nnc(-c4cc(-c5ccc(S(N)(=O)=O)cc5)nc5ccccc45)n3-c3ccccc3)cc2)cc1,97,93,83,84,75,104,70,93
C1CCC(CCCC2CCCCC2)CC1,99,108,101,104,97,101,94,105
NNC(=O)c1ccc(Nc2ncnc3c2cnn3-c2cccc(Br)c2)cc1,93,101,76,108,90,102,108,100
CCOC(=O)c1sc(NN=C(c2ccccc2)c2ccccc2)nc1C,96,91,89,79,78,106,x,107
CCCN1CC=C(NC(=O)CN2CCN(c3cc4c(cc3F)c(=O)c(C(=O)O)cn4C3CC3)CC2)NC1=O,92,92,92,113,97,68,101,100
O=C(O)c1ccc(CSc2nc3ccccc3[nH]2)cc1,107,97,99,88,89,110,87,112
O=C(c1cccnc1)N1CCOCC1,102,105,90,x,95,102,97,103
Nc1nc(-c2ccccc2)c(N=Nc2ccc(Cl)cc2)s1,83,96,62,95,94,102,93,102
COc1ccc(-c2ccccc2)cc1-c1c(Nc2cc(Cl)cc(Cl)c2O)c(=O)c1=O,-3.5*,15,5.2*,14,13,20,23,-4.4*
N#CC(C#N)C(C#N)C#N,100,108,96,105,96,90,109,100
Cc1ccc(C=C2C(Cl)=C(Cl)C(Cl)=C2Cl)cc1,-59*,-6.7*,-24*,25,18,-31*,19,-62*
Brc1ccc(C=Nc2ccc(Nc3ncnc4sc5c(c34)CCN(Cc3ccccc3)C5)cc2)cc1,78,76,71,81,90,103,76,106
NCc1ccccc1CC(=O)NC1C(=O)N2C(C(=O)O)=C(CSc3nnnn3CC(=O)O)CSC12 (centres undefined),111,99,110,101,105,115,87,105
COc1ccc(CC(C(=O)O)c2ccccc2)cc1 (centres undefined),101,110,101,101,94,103,104,102
Cc1ccc(S(=O)(=O)Nn2c(N)c(C#N)cc(-c3nc4ccccc4s3)c2=O)cc1,107,99,105,95,102,109,101,103
Cn1cc(-c2nc(-c3cn(C)c4c(Cl)nccc34)cs2)c2cc(Br)ccc21,57,96,91,92,86,112,69,89
Nc1nc2c(ncn2C2CCCCC2)c(=O)[nH]1,102,92,83,90,94,88,77,89
Cc1nc2ccccc2c(=O)n1/N=C\c1ccc2c(c1)CCC2,103,107,106,99,98,121,97,112
COc1cc(/C=C/c2nnc(-c3cc(-c4ccc(Cl)c(Cl)c4)n[nH]3)o2)cc(OC)c1OC,110,112,97,101,87,96,92,101
Cc1nn(C)c2ncnc(Nc3ccc(Cl)cc3)c12,98,96,96,86,90,101,78,101
N#CC(C#N)=NNc1ccc(S(=O)(=O)O)cc1,118,102,85,106,90,106,83,108
O=C(O)c1ccccc1.[Ag],90,89,96,90,102,99,102,89
c1ccc(-c2nc3nonc3nc2-c2ccccc2)cc1,39,44,61,52,71,56,x,43
NS(=O)(=O)c1ccc(-n2c(-c3ccccc3)nc(/C=C3\C=Nc4ccccc43)c2O)cc1,105,100,93,90,83,104,86,102
SMILES,MDA-MB-468,MDA-MB-231,MCF7,K-562,MOLT-4,BT-549,SR,MDA-MB-435
CSC1=NCCCN1,114,106,92,94,92,105,109,x
C[C@H]1[C@H](C)CC[C@]2(C(=O)NCCCNCCCCNCCCN)CC[C@]3(C)C(=CC[C@@H]4[C@@]5(C)C/C(=C/c6ccncc6)C(=O)C(C)(C)[C@@H]5CC[C@]43C)[C@H]12,97,88,95,84,87,101,109,105
COc1ccc(CC(=O)N2CCc3cc(OC)c(OC)cc3C2O)cc1OC (centres undefined),90,109,98,111,109,112,94,108
Nc1ccc(S(=O)(=O)O)c(N)c1,x,101,125,104,132,124,103,112
OC(CNC1CCCCC1)CO/N=C1\CCSc2c(Cl)cccc21 (centres undefined),81,63,90,54,82,93,53,94
Oc1ccc(-c2ncc(-c3cccnc3)o2)cc1,103,101,103,85,93,97,81,96
O=C(Nc1nc2cc(Cl)ccc2o1)c1ccc(C(=O)Nc2nc3cc(Cl)ccc3o2)cc1,67,78,62,54,37,77,25,58
COc1ccc2c(c1)[nH]c(=O)c1c3cccc(F)c3cn21,52,28,22,36,36,43,40,-52*
C/C(=N/NC(N)=O)c1ccco1,110,118,98,88,90,102,87,107
O=C(CSc1nnc(Cn2c(C(F)(F)F)nc3ccccc32)o1)Nc1ccc(Cl)cc1,98,87,80,39,78,83,96,53
CN1C(=O)C2(SCC(C(=O)NCC(=O)OC(C)(C)C)N2C(=O)C2CCCCC2)c2ccccc21 (centres undefined),104,100,98,x,93,109,110,104
CC12CCC(C(=Nc3ccc(N=C4C(=O)C5(C)CCC4C5(C)C)cc3)C1=O)C2(C)C,x,108,90,103,95,110,108,105
N=C(N)SCc1cccs1,82,92,74,87,89,91,x,94
COc1cc2nc(-c3ccc(-n4cncc4-c4ccc(N)cc4)cc3)sc2c(OC)c1OC,47,64,33,37,41,44,37,57
N#Cc1c(-c2ccccc2)cc(-c2cc(=O)oc3ccc(Cl)cc23)c(C#N)c1N,133,98,93,98,83,98,83,107
CCOC(=O)C1OC1c1ccccc1 (centres undefined),106,111,96,103,107,102,99,107
O=C(O)c1ccc(=O)oc1,106,118,96,98,90,99,x,105
CCCC(O)Cn1ncc(C(=O)OCC)c1NC(=O)NCc1ccc(F)cc1 (centres undefined),86,101,90,66,73,69,87,98
CCC/C(=C\c1ccc(O)c(O)c1)C(=O)NC(Cc1ccccc1)C(=O)C(=O)NCCc1ccc(OC)cc1 (centres undefined),83,83,78,84,51,99,65,84
COc1ccc(C(=O)/C=C/c2ccc(C)cc2)cc1S(N)(=O)=O,60,59,22,3.0*,16,64,5.3*,88
NC(=S)N/N=C/Cc1ccccc1,x,101,21,88,79,119,x,124
O=c1c2c3c(sc2n2c(-c4ccc([N+](=O)[O-])cc4)nnc2n1Cc1ccccc1)CCCC3,x,93,99,61,29,104,29,100
Cc1cc(C)c2c(c1)CC(C)(C)C(=O)OC2=O,103,98,94,85,83,122,79,105
CC1(c2ccccc2)OC1C(=O)O (centres undefined),99,110,105,111,101,95,101,99
Cc1c(C(c2ccccc2)c2ccccc2)ccc(C(c2ccccc2)c2ccccc2)c1N,77,82,90,101,85,102,93,100
SMILES,MDA-MB-468,MDA-MB-231,MCF7,K-562,MOLT-4,BT-549,SR,MDA-MB-435
CCCCn1ccnc1,105,95,107,106,101,129,108,110
CNC(=O)n1cc(Cl)ccc1=O,98,97,97,102,95,102,93,100
CC1(C)c2ccccc2C(=O)C1Cc1ccccc1 (centres undefined),107,91,x,97,82,104,90,110
N#CCc1ncc(-c2ccc(C(F)(F)F)cc2)c(NC2CCCCCC2)n1,42[100 µM],37[100 µM],18[100 µM],4.4*[100 µM],-4.7*[100 µM],9.4*[100 µM],-24*[100 µM],0.4*[100 µM]
O=COCCc1ccccc1,98,121,92,97,107,111,108,103
CCCCCCCCCCCCNC(=S)N/N=C/c1ccc([N+](=O)[O-])cc1,101,104,90,100,97,135,59,96
N#CCCN1C(=O)c2ccccc2C1=O,95,98,98,96,102,114,101,110
N#Cc1c(-c2ccc(Br)cc2)cc(-c2c[nH]c3ccccc23)nc1N,7.6*,46,18,19,41,32,25,0.4*
Cc1cccc(C)c1Nc1nnc(-c2ccc(Cl)cc2)o1,76,47,66,91,78,53,65,82
Clc1ccc(SSc2ccccc2)cc1,111,108,97,111,109,114,98,61
COc1ccc(C2=NN(/C=C3\SC(=O)NC3=Nc3ccc(Cl)cc3)C(c3ccc(F)cc3)C2)cc1 (centres undefined),103,93,91,100,100,101,101,107
C=C(C)[C@@H]1CC[C@]2(C=O)CC[C@]3(C)[C@H](CC[C@@H]4[C@@]5(C)CCC(=NCCC(=O)O)C(C)(C)[C@@H]5CC[C@]43C)[C@@H]12,104,101,94,87,93,109,x,104
Cc1cc(C)c(O)c(CNCc2ccccc2)c1,108,89,91,78,86,96,73,105
CCCCN(CCCC)CCCCCCCN1CCCc2cc(OC)ccc21,51,71,76,63,70,83,64,106
Nc1cc2c(cc1N)C(O)c1ccccc1-2 (centres undefined),91,94,99,105,107,108,104,91
CC1=C(C(=O)OCc2ccccc2)C(c2ccc(N(C)C)cc2)n2c(nc3ccccc32)N1 (centres undefined),70,92,65,58,100,83,46,29
CCN(CC)C(C(=O)c1ccc(Cl)cc1)c1ccc(Cl)cc1 (centres undefined),82,102,103,x,x,86,x,114
CCCC(=S)N1CCN(c2ccccc2)CC1,125,106,95,102,91,97,97,108

# Among those listed so far, 6 contain bromine.
SMILES,MDA-MB-468,MDA-MB-231,MCF7,K-562,MOLT-4,BT-549,SR,MDA-MB-435
CN(C)CCOc1ccc(C(=O)C2[C@H](c3ccc(Cl)cc3)[C@@H](c3ccccc3)NC23C(=O)Nc2ccc(Br)cc23)cc1 (some centres undefined),-85*,-21*,-60*,-32*,-52*,67,-36*,-67*
C=C1C(=O)O[C@H]2[C@H]1CC/C(COC(=O)NCc1c[nH]c3ccc(Br)cc13)=C\CC[C@@]1(C)O[C@@H]21,-58*,-53*,17,1.0*,-2.5*,-52*,7.5*,-56*
NNC(=O)c1ccc(Nc2ncnc3c2cnn3-c2cccc(Br)c2)cc1,93,101,76,108,90,102,108,100
Brc1ccc(C=Nc2ccc(Nc3ncnc4sc5c(c34)CCN(Cc3ccccc3)C5)cc2)cc1,78,76,71,81,90,103,76,106
Cn1cc(-c2nc(-c3cn(C)c4c(Cl)nccc34)cs2)c2cc(Br)ccc21,57,96,91,92,86,112,69,89
N#Cc1c(-c2ccc(Br)cc2)cc(-c2c[nH]c3ccccc23)nc1N,7.6*,46,18,19,41,32,25,0.4*
